Compound activity from PubChem.
RSV antiviral HEp-2: inhibition of RSV-induced cytopathic effect – HEp-2 cells, primary 10 µM value included (AID 2391); HEp-2 cells, RSV-induced CPE inhibition; higher % means a stronger effect; CPE inhibition, % at 10 µM; hits with a dose series show IC50 in µM; hit rate 0.13% among 310,000; in the data active means a potency from the dose series; inconclusive means CPE inhibition mostly from about 23% at the one dose, without a potency; inactive means the rest, 99 in 100 with CPE inhibition below about 21%; further: strong numbers were not always called active
NTR1 ag: NTR1-driven beta-arrestin-GFP spot formation – imaging, U2OS cells, high content, primary screen (AID 493036) | agonist mode | activation, % at 20 µM | hit rate 0.17% among 330,000;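 active means activation at or above 40% of the spot to cytoplasm intensity ratio, with at least 20 cells analyzed; inconclusive means wells under 20 cells, flagged as cytotoxic or low count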;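 further: 0% = DMSO without peptide and 100% = 100 nM NTR1 peptide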
Target sequence (P30989 whole entry, looked up): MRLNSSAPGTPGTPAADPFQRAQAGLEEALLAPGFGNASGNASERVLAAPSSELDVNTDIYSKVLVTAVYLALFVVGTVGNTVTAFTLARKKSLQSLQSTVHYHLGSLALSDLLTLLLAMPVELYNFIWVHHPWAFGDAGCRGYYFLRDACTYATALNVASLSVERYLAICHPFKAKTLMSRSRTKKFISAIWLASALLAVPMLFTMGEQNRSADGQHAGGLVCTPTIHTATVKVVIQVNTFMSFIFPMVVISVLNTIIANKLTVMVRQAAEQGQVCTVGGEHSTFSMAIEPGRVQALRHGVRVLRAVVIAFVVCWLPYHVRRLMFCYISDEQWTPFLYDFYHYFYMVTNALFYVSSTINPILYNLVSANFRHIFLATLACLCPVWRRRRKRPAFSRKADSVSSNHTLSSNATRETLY
UTI89 phage lysis: inhibition of K1F phage lysis, E. coli UTI89, bacterial capsule biogenesis inhibitors, alamar blue (AID 488966) | E. coli UTI89 K1F phage lysis, alamar blue, 2 h; higher % means a stronger effect | inhibition, % at 100 µM, or IC50 in µM where a hit was titrated | hit rate 0.02% among 340,000;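 active means phage lysis inhibition, versus mean bacterial control, above a set limit; inconclusive means no clear call, values can overlap the other calls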;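 further: capsule biogenesis inhibitors block K1F phage lysis so surviving cells raise fluorescence; higher fluorescence means more inhibition of phage lysis; actives were called in the ten point dose series up to 300 µM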
AID2073: inhibitors of Mint1-CaV2.2 protein interaction, biochemical, HTRF (AID 2073); HTRF protein-protein interaction, Mint1-CaV2.2; higher % means a stronger effect; inhibition, % at 20 µM, or IC50 in µM where a hit was titrated; hit rate 0.19% among 290,000; in the data active means inhibition mostly above about 51%, no sharp cut-off; inconclusive means no clear call, values can overlap the other calls; inactive means mostly below about 53%; further: some results filed as inactive read as strong as hits
West Nile antiviral: inhibition of WNV-induced cytopathic effect – cell-based, CPE readout (AID 1621); West Nile virus-infected cells, CPE inhibition; higher % means a stronger effect; one-dose CPE inhibition, % at 10 µM; IC50 in µM for titrated hits; hit rate 0.02% among 290,000; in the data active means a potency from the dose series; inconclusive means CPE inhibition mostly from about 3.7% at the one dose, without a potency; inactive means the rest, 99 in 100 with CPE inhibition below about 2.2%; further: strong numbers were not always called active
NS5 inhibitors: Dengue-2 NS5 methyltransferase inhibitors, primary screen, biochemical, confirmation dose response (AID 588689) | Dengue-2 NS5 methyltransferase capping enzyme assay, biochemical; higher % means a stronger effect | inhibition, % at 25 µM, or IC50 in µM where a hit was titrated | hit rate 0.3% among 340,000; in the data active means a potency from the dose series; inconclusive means inhibition above about 29% without an active follow-up result
Large T inhibition: TAg ATPase/helicase activity blockers – biochemical (AID 1903); inhibition, % at 20 µM, or IC50 in µM where a hit was titrated; hit rate 0.39% among 310,000; SV40 large T antigen ATPase/helicase inhibition assay; higher % means a stronger effect; in the data active means a potency from the dose series; inconclusive means inhibition mostly from about 32% at the one dose, without a potency; inactive means the rest, 99 in 100 with inhibition below about 32%; further: strong numbers were not always called active
Rac1 GTP hydrolysis: MgcRacGAP GTPase-activating activity inhibitors, confirmation, biochemical, ADP Hunter fluorescence; hit rate 0.6% among 340,000; MgcRacGAP-stimulated Rac1 GTP hydrolysis, ADP Hunter fluorescence; higher % means a stronger effect; GST-tagged Rac1 F28L mutant substrate; inhibition, % at 30 µM; hits with a dose series show IC50 in µM; AID 624330;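 active means first-screen hits whose inhibition reached a set limit at any dose in the follow-up dose series; inconclusive means inhibition above the set first-screen limit but never retested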;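 further: fluorescence reports GDP produced by GAP-driven GTP hydrolysis; strong numbers were not always called active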
Siah-1 displacement: blockers of Siah-1 interaction with plectin peptide – biochemical, fluorescence polarization, rhodamine-plectin, uHTS, primary screen (AID 1817). Siah-1 / rhodamine-plectin peptide fluorescence polarization; higher % means a stronger effect. displacement, % at 20 µM; hits with a dose series show IC50 in µM. hit rate 0.02% among 290,000;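 active means displacement of at least 50% at 20 µM, with a fluorescence ratio check between 0.3 and a set limit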;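 further: plate controls were Siah plus tracer with DMSO for no effect and tracer alone without Siah for full effect; strong numbers were not always called active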
NTR1 ag cell count 20 µM: second read-out of NTR1 ag, no call of its own (marks repeat the call); cell count; measured here: cell count, cytotoxicity flag
An asterisk follows results filed as active; ? = inconclusive; . = not tested or not shown; [ ] = remark or other dose. Compounds as they come; overall some 1.6% were active at least once.

SMILES	RSV antiviral HEp-2	NTR1 ag	NTR1 ag cell count 20 µM	UTI89 phage lysis	AID2073	West Nile antiviral	NS5 inhibitors	Large T inhibition	Rac1 GTP hydrolysis	Siah-1 displacement
CC1CCN(C(=S)NC2CC3CCC2C3)CC1 (stereo unspecified)	0.7%	0.3	60	0.3%[50 µM]	-21%	-1.3%	2%	16%	7%	6%
COC(=O)c1oc2ccc(Br)cc2c1NC(=O)CN1CCN(C)CC1	-1.9%	-1.0	38	0.5%	.	0.2%	-2%	.	16%	.
COc1ccc(OCCCC(=O)OC(C)C(=O)Nc2ccccc2[N+](=O)[O-])cc1 (stereo unspecified)	-1.0%	2.8	48	0.8%[50 µM]	.	.	-3%	12%	2%	.
O=C1c2ccccc2C(=O)N1CCSc1nncs1	0.2%	0.6	60	3.6%	9%	0.3%	-3%	15%	1%	1%
CCOC(=O)NC(=O)CSc1nc(-c2ccc(C)c(C)c2)cn1-c1ccccc1	?	5.4	40	3.0%	-17%	-0.5%	-13%	4%	7%	3%
C=CCSc1nc(Cc2ccc(Cl)cc2)nc2ccccc12	4.8%	0.5	96	3.4%	-1%	0.3%	-5%	0%	3%	0%
Cc1cccc(CCNC(=O)C2CCC(=O)N(Cc3ccc(Cl)cc3)C2)n1 (stereo unspecified)	0.6%	-1.2	58	0.1%	5%	-0.3%	-3%	28%	5%	5%
CCCCOc1ccc(Cc2c(O)nc(SC)[nH]c2=O)cc1	1.9%	-0.4	54	-1.6%	2%	-0.4%	2%	7%	14%	0%
Cc1ccc(NC(=O)c2sc3nc4c(c(-c5ccco5)c3c2N)CCC4)cc1	1.6%	0.5	47	-1.0%	16%	0.0%	?	6%	8%	-6%
Cc1cc2cc(C)c(NCCNC(=O)c3ccccc3)nc2cc1C	?	3.7	84	0.2%	?	-0.9%	-11%	21%	17%	-4%
O=C(N/N=C\c1ccc(CN(Cc2ccc(Cl)cc2)S(=O)(=O)c2ccccc2)o1)C(=O)Nc1ccc(F)cc1	?	0.4	62	3.3%[50 µM]	11%	.	-1%	18%	4%	-6%
COc1cccc(N2CC(C(=O)NCc3n[nH]c(=O)c4ccccc34)CC2=O)c1 (stereo unspecified)	.	0.0	52	1.9%[50 µM]	.	.	-1%	.	9%	.
Nc1nc(-c2ccc(C(=O)O)cc2)cs1	1.1%	0.0	83	-1.5%	5%	0.6%	1%	16%	8%	1%
COC(=O)/C=C1\NC(=O)C(C)S1 (stereo unspecified)	-1.3%	-0.1	32	2.5%	-14%	0.2%	2%	8%	6%	0%
Cn1cncc1COC(=O)c1ccc(Cl)cc1	0.4%	-0.7	123	0.3%	3%	-0.1%	-2%	16%	6%	3%

Among those listed so far, 4 contain a Cl atom:
SMILES	RSV antiviral HEp-2	NTR1 ag	NTR1 ag cell count 20 µM	UTI89 phage lysis	AID2073	West Nile antiviral	NS5 inhibitors	Large T inhibition	Rac1 GTP hydrolysis	Siah-1 displacement
C=CCSc1nc(Cc2ccc(Cl)cc2)nc2ccccc12	4.8%	0.5	96	3.4%	-1%	0.3%	-5%	0%	3%	0%
Cc1cccc(CCNC(=O)C2CCC(=O)N(Cc3ccc(Cl)cc3)C2)n1 (stereo unspecified)	0.6%	-1.2	58	0.1%	5%	-0.3%	-3%	28%	5%	5%
O=C(N/N=C\c1ccc(CN(Cc2ccc(Cl)cc2)S(=O)(=O)c2ccccc2)o1)C(=O)Nc1ccc(F)cc1	?	0.4	62	3.3%[50 µM]	11%	.	-1%	18%	4%	-6%
Cn1cncc1COC(=O)c1ccc(Cl)cc1	0.4%	-0.7	123	0.3%	3%	-0.1%	-2%	16%	6%	3%

Quoted from the listing:
Cc1ccc(NC(=O)c2sc3nc4c(c(-c5ccco5)c3c2N)CCC4)cc1 @ RSV antiviral HEp-2 = 1.6%
COc1ccc(OCCCC(=O)OC(C)C(=O)Nc2ccccc2[N+](=O)[O-])cc1 (stereo unspecified) @ Rac1 GTP hydrolysis = 2%

Additional entries.
SMILES	RSV antiviral HEp-2	NTR1 ag	NTR1 ag cell count 20 µM	UTI89 phage lysis	AID2073	West Nile antiviral	NS5 inhibitors	Large T inhibition	Rac1 GTP hydrolysis	Siah-1 displacement
O=S(=O)(/N=C(/Nc1cccc2ccccc12)c1ccccc1)c1ccccc1	4.3%	-1.5	43	0.5%	-1%	1.1%	-17%	9%	6%	-1%
O=C(CN1C(=O)c2cccc3cccc1c23)NCC1CCCO1 (stereo unspecified)	2.1%	0.4	51	0.0%	21%	0.1%	-8%	1%	9%	-4%
CCOc1ccc(CN2C(=O)c3ccccc3Sc3ccc(C(=O)NCCCN4CCOCC4)cc32)cc1	-1.5%	4.1	67	-0.4%	-8%	1.9%	2%	-2%	7%	-7%
CCCNc1nc(Nc2ccc(C)c(Cl)c2)c2cnn(C)c2n1	?	25	91	-1.0%[50 µM]	27%	0.7%	2%	14%	4%	5%
CC(=O)c1cc(NC(=O)c2ccc(C)cc2)c(=O)oc1C	-1.0%	0.7	98	0.9%	4%	-0.7%	-1%	12%	6%	8%
Cc1ccnc2ccc(-c3nc4ccccc4o3)cc12	1.1%	1.8	62	1.3%	26%	0.1%	-12%	0%	3%	-5%
O=C1OCc2ccc(NC(=O)c3c(F)cccc3Cl)cc21	2.5%	-1.1	78	1.4%[50 µM]	9%	-0.4%	4%	7%	4%	3%
CCOC(=O)c1ccc(NC(=O)Nc2ccc3c4c(cccc24)C(=O)N3CC)cc1	0.7%	38	46	0.5%	8%	0.7%	8%	10%	13%	1%
COC(=O)c1cc(NC(=O)c2ccccc2F)cc(C(=O)OC)c1	2.5%	0.3	55	-0.2%	10%	-0.7%	-2%	20%	7%	-3%
COc1cc(C(=O)Nc2ccc(-n3cnnn3)c(C)c2)cc(OC)c1OC	1.3%	-0.1	59	2.6%	-10%	0.1%	0%	10%	2%	3%
S=C(NCc1cccnc1)Nc1cc(Cl)cc(Cl)c1	5.2%	0.6	56	0.3%	-12%	-0.1%	-9%	10%	8%	-1%
O=C(CCSCCc1ccccn1)Nc1ccccn1	0.8%	-0.3	43	5.8%	-6%	0.5%	-3%	5%	2%	1%
CCCCNC(=O)c1onc(CS(=O)(=O)c2ccccn2)c1C(=O)NCCCC	1.0%	-1.2	65	1.6%	.	.	-15%	5%	3%	.
c1ccc2c(c1)OCC(CNc1ncnc3sccc13)O2 (stereo unspecified)	0.1%	.	.	3.0%[50 µM]	4%	2.3%	0%	12%	6%	-4%
CC(C)(C)OC(=O)CNC(=O)c1nc[nH]c1C(=O)N1CCc2ccccc2C1	-0.1%	6.6	59	0.9%	5%	-1.0%	2%	7%	4%	8%
Cc1ccc(N2CCN(CC(O)COc3ccc([N+](=O)[O-])cc3)CC2)cc1 (stereo unspecified)	0.5%	1.9	74	-0.1%	-2%	-1.1%	.	7%	-1%	-2%
Cc1cccc(OCC(=O)NN2C(=O)C3C4C=CC(O4)C3C2=O)c1 (stereo unspecified)	-0.5%	-0.4	34	-0.6%	25%	0.2%	-1%	-2%	6%	7%
COc1ccc(-c2sc(Nc3ccccc3)n[n+]2-c2ccc(F)cc2)cc1Br	0.9%	-0.4	86	3.3%	-14%	-0.9%	-5%	7%	8%	-1%
O=C(CSCCO)Nc1cccc2ccccc12	3.0%	-0.4	70	0.3%	2%	0.6%	1%	2%	2%	-1%
NCCCNc1nc(N)c([N+](=O)[O-])c(NC2CCCCC2)n1	55%	14	87	-0.4%[50 µM]	-9%	8.9µM*	-1%	3%	4%	0%
CCS(=O)(=O)N1CCC(C(=O)Nc2cc(C)ccc2O)CC1	0.7%	0.6	67	-0.2%	2%	-0.7%	-4%	3%	7%	0%
CCc1nc(NCC2CCCN2CC)c2nnn(Cc3ccccc3F)c2n1 (stereo unspecified)	0.1%	-4.6	89	6.2%	-3%	-0.6%	-6%	4%	3%	2%
COc1ccc2c(c1OC)C(=O)N1N=C(c3ccccc3)CC21 (stereo unspecified)	.	-1.1	40	2.2%	8%	0.2%	1%	-4%	8%	-2%
Cc1ccc(CNC(=O)c2ccc(Cn3cc(-c4ccc(C)cc4)nc3-c3ccncc3)cc2)cc1	10%	0.5	84	-2.2%	12%	-1.1%	-5%	21%	13%	0%
CC(=O)c1sc(-c2cccc(Cl)c2)nc1C	11%	0.9	45	0.6%	-11%	0.6%	2%	20%	7%	8%
CC(=O)N(CCP(=O)(c1ccccc1)c1ccccc1)Cc1ccco1	3.0%	-0.1	70	0.9%[50 µM]	9%	-0.3%	5%	5%	-2%	-6%
CC(NC(=O)[C@@H](C)NC(=O)[C@@H]1Cc2ccccc2CN1C(=O)OC(C)(C)C)c1ccccc1 (stereo partly specified)	0.2%	0.0	59	0.7%	16%	-0.3%	-9%	3%	7%	-3%
CC(C)c1nnc(SCC(=O)NC2CCCC2)n1C	-0.5%	-0.5	46	0.2%	-1%	-0.1%	-7%	4%	3%	-7%
COc1ccccc1CC(=O)N1CCN(c2cccc(Cl)c2)CC1	?	0.0	62	2.5%	13%	-0.8%	2%	22%	5%	11%

Results in West Nile antiviral (4 entries from above):
structure	West Nile antiviral
CC(C)c1nnc(SCC(=O)NC2CCCC2)n1C	-0.1%
COC(=O)c1cc(NC(=O)c2ccccc2F)cc(C(=O)OC)c1	-0.7%
Cn1cncc1COC(=O)c1ccc(Cl)cc1	-0.1%
Nc1nc(-c2ccc(C(=O)O)cc2)cs1	0.6%
